Screening results from PubChem BioAssay.
C2C12 statin – protects C2C12 myotubes from simvastatin toxicity | 330,000 compounds, 0.78% hits | rescue of ATP level, % at 7.49 µM | ATP luminescence, 48 h; scaled: DMSO 0, geranylgeraniol control 100;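 active = mean ATP rescue above about 67%, or every replicate alone reaching that limit, limit read from the data, passing the limit was not always enough; inconclusive = no clear call, values can overlap the other calls; inactive = mean under the limit and some replicate under it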;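 note: myotubes were challenged with 10 µM simvastatin during compound exposure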
S100A4 inh HTS – S100A4-myosin IIA interaction inhibition; inhibition, % at 10.7 µM; 360,000 compounds, 0.14% hits; S100A4/TAMRA-MyoIIA peptide fluorescence polarization; P26447; AID 652163;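 active = mean inhibition of at least 70% across replicates, with every replicate also reaching that level; inconclusive = mean inhibition reaches 70% but some replicates fall short; inactive = mean inhibition below 70%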
Target sequence (P26447 whole entry, looked up): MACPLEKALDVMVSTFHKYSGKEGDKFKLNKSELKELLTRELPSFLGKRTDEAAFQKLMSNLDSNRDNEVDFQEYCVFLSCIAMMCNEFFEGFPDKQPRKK
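Material: S100A4 monomer protein | Medium: HEPES pH 7.2 with CaCl2, KCl, NaCl, DTT, Triton | Reagent: Labelled myosin peptide probe, 5 nM | Doses: One dose per compound | Times: 5 min incubation before reading | Benchmarks: Neutral control DMSO, positive control TFP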
LGR2 inh – inhibitors of bursicon-induced Drosophila LGR2 receptor cAMP signaling. HEK293 LGR2, CRE-luciferase, bursicon-stimulated, 4 h. inhibition, % at 9.99 µM. 380,000 compounds, 0.35% hits. AID 720647;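 active = drop in luminescence signal, shown as inhibition above about 50% in the replicate tests, limit read from the data, passing the limit was not always enough; inconclusive = probably only some replicates passing the limit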;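 note: agonist challenge used bursicon conditioned medium at about half maximal strength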
CASP6 VEID inh – blocks human caspase-6 cleavage activity; inhibition, % at 12.5 µM; 350,000 compounds, 0.53% hits; P55212; purified caspase-6, Z-VEID-R110 cleavage fluorescence;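 active = mean inhibition across replicates at least about 35%, with every replicate also reaching that limit, limit read from the data; inconclusive = only one of the two criteria met; inactive = neither criterion met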;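 note: 0% = median of neutral control wells and 100% = no fluorescence left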
Target sequence (P55212 24-179 limits assumed): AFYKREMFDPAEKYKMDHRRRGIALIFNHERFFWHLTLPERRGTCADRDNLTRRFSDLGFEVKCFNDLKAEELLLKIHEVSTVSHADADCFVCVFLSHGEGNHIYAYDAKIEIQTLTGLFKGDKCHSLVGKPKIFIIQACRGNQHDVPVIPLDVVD
Target sequence (P55212 194-293 limits assumed): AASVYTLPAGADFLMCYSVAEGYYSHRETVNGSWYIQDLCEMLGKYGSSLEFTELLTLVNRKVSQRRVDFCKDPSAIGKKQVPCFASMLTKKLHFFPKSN
FN deposit inh – fibronectin deposition inhibition; AH1F fibroblasts, Alexa488-fibronectin deposition fluorescence, overnight; inhibition, % at 12.6 µM; 350,000 compounds, 0.086% hits;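 active = mean inhibition across replicates of 30% or more, regardless of how many single replicates reach that level; inconclusive = mean under 30% yet at least half of replicates reach 30%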;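 note: positive control wells lacked labelled fibronectin entirely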
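Test system: AH1F fibroblast monolayer depositing Alexa488-labelled fibronectin into matrix. Input: 10000 cells per well. Technique: fluorescence, ex 485 nm, em 525 nm. Buffer or medium: DMEM plus 2% serum, read in PBS. Timing: 1 h cell adhesion before compound, then overnight fibronectin incubation. Compound: single dose, pinned. Read-out basis: inhibition from reduced deposited-fibronectin fluorescence.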
SIRT5 block – inhibitors of human sirtuin-5 desuccinylase; Q9NXA8; Purified SirT5, succinyl-peptide AMC, trypsin-coupled fluorescence; inhibition, % at 15 µM; 330,000 compounds, 1.1% hits; in the data active = inhibition above about 15%; inconclusive = no clear call, values can overlap the other calls
Target sequence (Q9NXA8 whole entry, looked up): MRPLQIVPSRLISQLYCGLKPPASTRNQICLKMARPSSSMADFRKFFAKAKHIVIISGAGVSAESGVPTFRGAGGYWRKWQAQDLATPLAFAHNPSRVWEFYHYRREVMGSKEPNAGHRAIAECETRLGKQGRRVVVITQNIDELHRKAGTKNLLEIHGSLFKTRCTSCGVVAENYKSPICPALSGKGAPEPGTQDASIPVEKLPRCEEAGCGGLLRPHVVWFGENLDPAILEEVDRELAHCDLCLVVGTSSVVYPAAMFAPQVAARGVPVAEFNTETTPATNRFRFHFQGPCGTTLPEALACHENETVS
esBAF inh – SWI/SNF esBAF complex inhibition; mouse ES cells, Bmi1-luciferase knock-in reporter, 24 h; 100% = twice the neutral-well signal; reporter increase, % at 12.5 µM; 350,000 compounds, 2% hits; AID 602393; in the data active = activation above about 40%; inconclusive = no clear call, values can overlap the other calls;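 note: 0% = median of the plate's neutral control wells and 100% = double that signal; a rise in the Bmi1 reporter signal indicates esBAF inhibition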
The depositor's hits bear a star; u = inconclusive; x = no result given. A portion of the library; rates above refer to the full screens.

#1 COCCOC(=O)C1=C(C)NC(=O)NC1c1ccc(-c2ccc(F)cc2)o1 (configuration not stated)
#2 CCC(CC)C1C(C#N)=C(N)SC(N)=C1C#N
#3 O=C(CSc1nnc(-c2ccccc2F)o1)N1CCNC1=O
#4 COCCCn1c(SCc2nnc(-c3ccccc3)o2)nc2sc3c(c2c1=O)CCC3
#5 CCOC(=O)c1[nH]c(C)c(C(=O)OC)c1C
#6 CCC(=O)N1CC2(C1)CN(Cc1cccc(F)c1)[C@H](CO)c1c2c2ccc(OC)cc2n1C
#7 CC(=O)Nc1ccc2c(c1)C(=O)N(C)[C@H]1CC[C@H](CC(=O)NC3CCCCC3)O[C@@H]1CO2
#8 CO[C@@H]1CN(C)C(=O)c2ccc(NC(=O)c3ccccc3)cc2OC[C@@H](C)N(CC2CC2)C[C@@H]1C
#9 COc1ccc(CN2C(=O)c3cccnc3C2=O)cc1S(=O)(=O)NCc1ccccc1
#10 CN1C(=O)[C@H]2[C@@H](c3ccc(C(F)(F)F)cc3)N[C@]3(CCCN(Cc4ccc(Br)cc4)C3=O)[C@H]2C1=O

Screen / compound no.	1	2	3	4	5	6	7	8	9	10
C2C12 statin	x	-2	-4	6	-1	x	-3	-1	4	-5
S100A4 inh HTS	-3	x	-2	x	-3	0	x	13	-4	1
LGR2 inh	-25	x	-26	x	-8	-14	-8	-2	7	-7
CASP6 VEID inh	1	x	1	x	-2	3	x	0	-2	5
FN deposit inh	x	-5	11	4	-10	x	-3	-3	8	6
SIRT5 block	x	x	-7	x	-1	-7	x	5	3	-3
esBAF inh	x	-8	21	1	23	x	0	-2	-4	0

#11 Cn1cc(C=O)c(-c2ccc3c(c2)OCCCO3)n1
#12 COc1cccc(C(=O)NCC(=O)NNc2ncnc(N)c2[N+](=O)[O-])c1
#13 CCOC(=O)C1CCN(C(=O)C2CC(=O)N(c3ccc4c(c3)OCCO4)C2)CC1 (configuration not stated)
#14 CCCCC(=O)N(CCOC)c1nnc(-c2ccccc2C)s1
#15 Cc1cccc(CSc2ccc(-c3ccco3)nn2)c1
#16 CCOCCCn1c(=S)[nH]c2cc(C(=O)NCCOC)ccc2c1=O
#17 Cc1ccc2nc(NCC(N)=O)nc(-c3ccccc3)c2c1
#18 Cc1ccccc1CSCCNC(=O)CSCc1ccc([N+](=O)[O-])cc1
#19 O=C(COc1ccccc1Cl)Nc1cnn(Cc2ccccc2)c1
#20 CNC[C@H]1Oc2c(NC(=O)c3cc(C)nn3C)cccc2C(=O)N([C@H](C)CO)C[C@H]1C

Screen / compound no.	11	12	13	14	15	16	17	18	19	20
C2C12 statin	-3	x	3	-4	-7	-7	x	-4	19	5
S100A4 inh HTS	-7	-2	-1	-4	-6	x	3	x	x	5
LGR2 inh	11	-18	0	2	-36	x	13	x	29	-15
CASP6 VEID inh	-6	-6	-108	-3	0	x	0	x	x	2
FN deposit inh	-2	10	-4	x	2	0	-3	-8	x	x
SIRT5 block	-2	0	-2	-2	-2	x	x	x	x	2
esBAF inh	29	x	-6	-8	50*	-8	x	3	0	1

#21 CC(C)(C)c1ccc(S(=O)(=O)Nc2ccc(C(O)(C(F)(F)F)C(F)(F)F)cc2)cc1
#22 Cc1ccc(NC(=O)CN(C)C(=O)COc2c(Cl)cc(Cl)c3ccc(C)nc23)cc1
#23 CC(C)(C)c1ccc(C(=O)N2CCN(C(=O)c3ccco3)CC2)cc1
#24 COCCN1CC(C(=O)N2CCC(Oc3ccccc3OC)CC2)CCC1=O (configuration not stated)
#25 CCOc1ccc(OCCC(=O)OCC(=O)Nc2ccc(Cl)cn2)cc1
#26 O=C(CCl)Nc1cc(SCC(O)CO)cc([N+](=O)[O-])c1 (configuration not stated)
#27 CCCCNC(=O)C1CCN(C(=O)Nc2ccc(C)cc2)CC1
#28 C[C@@H]1CCCCO[C@@H](CN(C)Cc2ccc(Cl)c(Cl)c2)[C@@H](C)CN([C@H](C)CO)C(=O)c2cc(NS(=O)(=O)c3ccccc3)ccc2O1
#29 COc1ccc(C2(c3ccc(OC)cc3)NC(=O)N(CC(=O)Nc3ccccc3)C2=O)cc1
#30 O=C(O)Cc1ccc(NC(=O)COc2ccc3ccccc3c2)cc1

Screen / compound no.	21	22	23	24	25	26	27	28	29	30
C2C12 statin	-2	x	5	x	18	x	8	x	-4	9
S100A4 inh HTS	1	-3	-10	-31	11	0	x	-6	-5	-5
LGR2 inh	1	12	10	-24	1	73*	x	22	13	6
CASP6 VEID inh	2	2	2	-5	7	7	x	0	-1	10
FN deposit inh	5	5	5	-4	2	-12	6	x	-11	4
SIRT5 block	5	-4	0	-2	-5	3	x	0	5	-3
esBAF inh	9	x	8	x	-2	x	7	5	-26	-3

#31 COc1ccc(NC(=O)CSc2nccn2Cc2ccco2)c(OC)c1
#32 O=C(C[C@H]1C=C[C@@H](NC(=O)c2ccccn2)[C@H](CO)O1)NCc1cc(F)cc(F)c1
#33 CC(C)[C@H](NC(=O)C1CCCC1)c1nc2ccccc2[nH]1
#34 C[C@H](CO)N1C[C@H](C)[C@@H](CN(C)S(=O)(=O)c2cn(C)cn2)Oc2ccc(NC(=O)c3ccncc3)cc2C1=O
#35 CC(=O)C1C(=O)c2c(cccc2[N+](=O)[O-])C1=Nc1ccc(S(N)(=O)=O)cc1 (configuration not stated)
#36 COc1ccc(Cc2nc3ccccc3n2CC(=O)N/N=C/c2ccc(C)cc2O)cc1OC
#37 Cc1ccc(S(=O)(=O)NCc2ccc(C(=O)NC3CCCCC3)cc2)cc1
#38 O=C(C[C@@H]1C=C[C@H](NC(=O)Nc2ccc(F)cc2)[C@@H](CO)O1)NCc1ccccn1
#39 COc1ccc(CCNC(=O)CCSCc2ccccc2F)cc1OC
#40 Cc1ccc(S(=O)(=O)N2CCOCC2)cc1C(=O)OC(C)C(=O)c1ccccc1 (configuration not stated)

Screen / compound no.	31	32	33	34	35	36	37	38	39	40
C2C12 statin	8	9	x	11	x	10	-74	4	1	1
S100A4 inh HTS	8	x	-2	1	4	x	-1	2	-16	-4
LGR2 inh	-15	-8	-3	1	6	12	-15	16	-7	-23
CASP6 VEID inh	-5	x	2	2	14	x	7	11	-1	3
FN deposit inh	x	x	x	-11	0	-3	-5	-9	6	-2
SIRT5 block	0	x	-5	1	4	x	0	0	-1	3
esBAF inh	23	2	x	2	x	-4	-4	-3	2	-6

#41 COc1cc(C(C)=O)ccc1OCc1cn(CC(=O)c2ccc(O)cc2)nn1
#42 O=C(CCn1nnc2ccccc2c1=O)N[C@@H](Cc1c[nH]c2ccccc12)C(=O)O
#43 Cc1ccc(SCC(=O)N2CCN(c3ccc(F)cc3)CC2)cc1
#44 C[C@@H]1CN([C@@H](C)CO)C(=O)Cc2cc(NC(=O)Nc3ccc(C(F)(F)F)cc3)ccc2O[C@H]1CN(C)Cc1ccc(C(=O)O)cc1
#45 Cc1c(-c2ccccc2)[n+](=O)c2c(n1[O-])CCCC2
#46 COc1cccc(NC(=O)CCC(=O)Nc2ccc3nc(N4CCOCC4)cc(C)c3c2)c1
#47 O=C(c1ccc2c3n(nc2c1)-c1ccccc1CO3)N1CCCCC1
#48 COc1ccc(NC(=O)CCN2CCN(S(=O)(=O)c3ccc(OC)cc3)CC2)cc1
#49 CC[C@@H](C)[C@H](CNC)NC[C@@H](Cc1cccc2ccccc12)NCCc1cccc(C(F)(F)F)c1
#50 O=C(Nc1ccc(Sc2ccc(Br)cc2)cc1)c1ccco1

Screen / compound no.	41	42	43	44	45	46	47	48	49	50
C2C12 statin	-13	5	4	9	x	-2	-256	-5	-37	-25
S100A4 inh HTS	-2	-16	-4	-21	-1	-1	-5	3	-10	x
LGR2 inh	6	-4	-9	-11	0	-31	x	-2	14	x
CASP6 VEID inh	12	-2	2	-3	-4	3	6	-2	x	x
FN deposit inh	-7	7	-1	x	-5	6	-5	-5	6	-1
SIRT5 block	21*	0	3	3	-1	-2	x	-2	x	x
esBAF inh	-4	-11	0	-5	x	u	5	7	-83	31

Another view of some results above:
| nr | compound | C2C12 statin | S100A4 inh HTS | LGR2 inh | CASP6 VEID inh | FN deposit inh | SIRT5 block | esBAF inh |
| --- | --- | --- | --- | --- | --- | --- | --- | --- |
| 42 | O=C(CCn1nnc2ccccc2c1=O)N[C@@H](Cc1c[nH]c2ccccc12)C(=O)O | 5 | -16 | -4 | -2 | 7 | 0 | -11 |
| 43 | Cc1ccc(SCC(=O)N2CCN(c3ccc(F)cc3)CC2)cc1 | 4 | -4 | -9 | 2 | -1 | 3 | 0 |

Additional results:
#51 CC(C)(C)NS(=O)(=O)c1cc2c3c(c1)CCN3C(=O)CC2
#52 CC(C)(C)OC(=O)N[C@@H](C(=O)OC(C)(C)C)c1ccc2ccccc2c1
#53 Cc1nonc1CC(=O)N1CCc2c([nH]c3ccccc23)C1c1ccccc1F (configuration not stated)
#54 COc1ccccc1OCC(=O)Nc1ccc(C(=O)Nc2ccccc2C(=O)O)cc1
#55 c1cc(CNC2C3CC4CC(C3)CC2C4)ccn1 (configuration not stated)
#56 CSc1ncccc1C(=O)OCC(=O)NC12CC3CC(CC(C3)C1)C2
#57 COc1ccc(F)c(CN2CCCC(CO)(Cc3cccc(Cl)c3)C2)c1 (configuration not stated)
#58 CCOC(=O)c1ccc2c(c1)N(CC(=O)N1CCCCC1)C(=O)C(C)(C)O2
#59 O=C(COc1ccc(Cl)cc1Cl)Nc1ccc(-c2ccc(N3CCOCC3)nn2)cc1
#60 CCCOc1cccc(C(=O)Nc2ccccc2C(=O)N2CCN(C)CC2)c1

Screen / compound no.	51	52	53	54	55	56	57	58	59	60
C2C12 statin	8	2	15	3	-1	-5	-4	-3	-38	x
S100A4 inh HTS	-2	-2	-15	-3	-8	-2	-12	x	-1	6
LGR2 inh	4	-5	17	18	1	-43	x	x	-7	-7
CASP6 VEID inh	-1	0	6	0	-2	3	0	x	-2	1
FN deposit inh	1	-5	12	-1	x	x	3	-33	-3	1
SIRT5 block	-1	-3	x	-5	-2	x	-1	x	-3	-2
esBAF inh	2	-6	6	0	-2	2	2	-1	0	x

Sorted by value in LGR2 inh (low to high): some entries from above.
item	molecule	S100A4 inh HTS	LGR2 inh	CASP6 VEID inh	SIRT5 block	esBAF inh
10	CN1C(=O)[C@H]2[C@@H](c3ccc(C(F)(F)F)cc3)N[C@]3(CCCN(Cc4ccc(Br)cc4)C3=O)[C@H]2C1=O	1	-7	5	-3	0
33	CC(C)[C@H](NC(=O)C1CCCC1)c1nc2ccccc2[nH]1	-2	-3	2	-5	x
13	CCOC(=O)C1CCN(C(=O)C2CC(=O)N(c3ccc4c(c3)OCCO4)C2)CC1 (configuration not stated)	-1	0	-108	-2	-6

Exported with tabs: part of the list above
#	structure	C2C12 statin	S100A4 inh HTS	LGR2 inh	CASP6 VEID inh	FN deposit inh	SIRT5 block	esBAF inh
15	Cc1cccc(CSc2ccc(-c3ccco3)nn2)c1	-7	-6	-36	0	2	-2	50*
16	CCOCCCn1c(=S)[nH]c2cc(C(=O)NCCOC)ccc2c1=O	-7	x	x	x	0	x	-8

Further compounds:
#61 Oc1ccc(-c2csc(Nc3ncccn3)n2)c(O)c1
#62 O=C(CCCn1c(=S)[nH]c2cc3c(cc2c1=O)OCO3)NCc1ccco1
#63 O=C(C(=O)N1CCc2ccccc2C1)N1CCc2ccccc2C1
#64 CC1COCC(C)N1C1=C(Cl)C(=O)c2ccccc2C1=O (configuration not stated)

Screen / compound no.	61	62	63	64
C2C12 statin	8	3	x	-204
S100A4 inh HTS	0	-2	-5	5
LGR2 inh	x	4	x	14
CASP6 VEID inh	3	-1	4	33
FN deposit inh	4	-13	-1	-10
SIRT5 block	0	3	-2	0
esBAF inh	82*	-2	x	-10
